# Source: PubChem BioAssay (Sanford-Burnham Center for Chemical Genomics)
# SENP6 inh = blocks the human protease SENP6. Q9GZR1. Recombinant SENP6 catalytic domain, aminoluciferin luminescence. inhibition, % at 10 µM. 330,000 tested, 1.8% active. AID 2599;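 active = inhibition above about 50% at the single tested dose, limit read from the data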;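 note: plate controls were DMSO wells with enzyme for no effect and DMSO wells lacking enzyme for full effect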
# Target sequence (Q9GZR1 628-1112 limits assumed): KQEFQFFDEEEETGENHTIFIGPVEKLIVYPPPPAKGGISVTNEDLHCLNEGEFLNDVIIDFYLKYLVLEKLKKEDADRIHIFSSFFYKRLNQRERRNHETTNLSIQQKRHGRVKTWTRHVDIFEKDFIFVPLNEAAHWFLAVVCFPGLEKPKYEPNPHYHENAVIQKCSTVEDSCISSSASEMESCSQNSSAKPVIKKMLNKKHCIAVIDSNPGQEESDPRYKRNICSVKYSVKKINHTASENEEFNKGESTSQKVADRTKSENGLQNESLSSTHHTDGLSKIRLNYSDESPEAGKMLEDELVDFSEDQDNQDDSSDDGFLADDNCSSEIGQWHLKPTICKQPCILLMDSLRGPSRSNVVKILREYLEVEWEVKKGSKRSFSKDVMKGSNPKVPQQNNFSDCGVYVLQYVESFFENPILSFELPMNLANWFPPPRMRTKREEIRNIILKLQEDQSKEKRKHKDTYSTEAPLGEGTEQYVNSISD
# beta cell repl = induces beta-cell replication in MIN6 cells | MIN6 cells proliferation, ATPlite luminescence, 48 h; cells starved in 0.2% serum; 100% = growth in 10% serum | proliferation, % at 10 µM | 330,000 tested, 0.29% active | AID 2380;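 active = compounds whose signal lies at least 3.5 SD above the mean of all wells on their plate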;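 note: 0% = DMSO-treated cells in low-serum medium and 100% = 10% serum control; some compounds called inactive have numbers as strong as hits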
# SENP8 block-1 = SENP8 protease inhibition; Q96LD8; purified SENP8, Z-RLRGG-aminoluciferin cleavage, luminescence; inhibition, % at 10 µM; 330,000 tested, 1.2% active; AID 2540; in the data active = inhibition above about 50%
# Target sequence (Q96LD8 whole entry, looked up): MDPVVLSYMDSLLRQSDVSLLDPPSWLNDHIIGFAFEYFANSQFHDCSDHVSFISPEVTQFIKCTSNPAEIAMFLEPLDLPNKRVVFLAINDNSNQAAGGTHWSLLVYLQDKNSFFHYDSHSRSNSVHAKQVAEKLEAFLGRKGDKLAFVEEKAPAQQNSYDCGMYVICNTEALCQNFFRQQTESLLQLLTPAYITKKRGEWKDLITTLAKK
# SENP7 inh = inhibitors of human SENP7 protease; Q9BQF6; AID 434973; inhibition, % at 5 µM; recombinant SENP7, Z-RLRGG-aminoluciferin luminescence, 40 min; 330,000 tested, 1.5% active;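 active = inhibition above about 50% at the single test dose, limit read from the data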;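 note: plate controls were DMSO with enzyme for no effect and no enzyme buffer wells for full effect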
# Target sequence (Q9BQF6 706-1050 limits assumed): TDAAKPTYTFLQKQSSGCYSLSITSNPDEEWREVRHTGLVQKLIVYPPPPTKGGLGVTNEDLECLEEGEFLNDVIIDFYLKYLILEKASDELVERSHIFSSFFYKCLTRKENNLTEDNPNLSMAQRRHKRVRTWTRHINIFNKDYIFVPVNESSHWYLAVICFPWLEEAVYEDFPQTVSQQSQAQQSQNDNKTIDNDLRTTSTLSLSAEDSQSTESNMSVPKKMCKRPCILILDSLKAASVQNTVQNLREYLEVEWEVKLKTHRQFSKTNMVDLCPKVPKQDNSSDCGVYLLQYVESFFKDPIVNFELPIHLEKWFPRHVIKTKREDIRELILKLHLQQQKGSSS
# SENP8 block-2 = inhibitors of human SENP8 protease | Q96LD8 | recombinant SENP8, Nedd8 substrate fluorescence | inhibition, % at 20 µM | 360,000 tested, 0.64% active | AID 602440; in the data active = inhibition mostly above about 40%, no sharp cut-off; inactive = mostly below about 27%
# SENP1 inh = blocks the human SENP1 SUMO protease catalytic domain. recombinant SENP1 catalytic domain, CyPet-SUMO1-YPet FRET cleavage. inhibition, % at 10 µM. 360,000 tested, 0.21% active;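 active = inhibition at least 30% at 10 µM, raw YFP signal under a set limit, fluorescence ratio 0.5 to 1.5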;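 note: 0% = enzyme with DMSO and 100% = no enzyme wells; some results filed as inactive read as strong as hits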
#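 system = hSENP1 catalytic domain, recombinant | reagent = SFCypet-SUMO1-SFYpet substrate at 25 nM | doses = one dose per compound, 10 µM, 0.5% DMSO | incubation = enzyme reaction for 50 min at room temperature, dark | measured by = FRET, CFP and YFP emission | controls = no-enzyme low, enzyme-DMSO high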
# UBC13 inh = inhibitors of human UBC13 polyubiquitin chain formation | TR-FRET | inhibition, % at 20 µM | 330,000 tested, 0.47% active | AID 485273; in the data active = inhibition above about 45%, passing the limit was not always enough
# PfG6PD inh = PfG6PD (Plasmodium falciparum) enzyme inhibition; PfGluPho enzyme, NADPH resazurin-diaphorase fluorescence; inhibition, % at 20 µM; 350,000 tested, 0.78% active;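 active = inhibition reaching at least a set limit at 20 µM in the primary screen, cut at about 59% in these data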;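 note: 0% = DMSO wells with substrate and 100% = DMSO wells lacking glucose-6-phosphate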
# HKDC1 inhibitor = inhibitors of human hexokinase HKDC1; recombinant HKDC1, G6PDH/diaphorase resazurin coupled fluorescence; 340,000 tested, 0.16% active; inhibition, % at 20 µM; AID 493160;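 active = inhibition above about 35% when tested at 20 µM, limit read from the data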;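 note: plate controls were DMSO wells with enzyme for no effect and DMSO wells lacking enzyme for full effect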
#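 System: Recombinant HKDC1 hexokinase | Amount: HKDC1 at 5 µg/mL | Reagent: Glucose with 1 mM ATP | Doses: Single 20 µM dose | Incubation: Reaction time 90 min, room temperature, protected from light | Signal: Coupled resazurin fluorescence, excitation 525 nm, emission 613 nm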
# Active calls of the source: *; i = inactive; / = not tested or not shown. Outcome played no part in choosing rows; about 4% have a hit in one of these screens.
molecule | SENP6 inh | beta cell repl | SENP8 block-1 | SENP7 inh | SENP8 block-2 | SENP1 inh | UBC13 inh | PfG6PD inh | HKDC1 inhibitor
Cc1ccc(NS(=O)(=O)c2cc3c4c(c2)CC(=O)N4CCC3)cc1C | 1 | 2 | -1 | 3 | 8 | 0 | 3 | -1 | 2
Cc1cc(C(=O)NNC(=S)NC2CCCCC2)cs1 | -9 | 2 | -3 | 9 | 14 | 2 | 2 | -4 | -1
Cn1c(-c2ccccc2)cnc1NCc1cccc([N+](=O)[O-])c1 | 10 | 2 | 2 | 1 | 32 | -1 | 8 | 22 | 1
CCCOc1ccc(N2C(=O)CC(N(CCc3ccc(OC)cc3)C(=O)c3cccc(F)c3)C2=O)cc1 (stereo not drawn) | 2 | -3 | -3 | -2 | 6 | 3 | -6 | 17 | -1
COc1cc(C2C(C(=O)c3cccs3)=C(O)C(=O)N2CCN2CCOCC2)cc(OC)c1OC (stereo not drawn) | -1 | -4 | -6 | -9 | 15 | -1 | 2 | -1 | -5
COc1cc2c(cc1OC)CN(CCC(C)c1ccc(Cl)cc1)CC2 (stereo not drawn) | -16 | -2 | -7 | -3 | -112 | -6 | 13 | 10 | 5
CCOC(=O)N1CCC(N2Cc3cccc(C(=O)NCc4ccccc4OC)c3C2=O)CC1 | -3 | -1 | -5 | -5 | 15 | 0 | 6 | 0 | 2
O=C(NNC(=O)c1ccccc1O)c1ccc(Cl)cc1 | -1 | -5 | -16 | -11 | 13 | 1 | 2 | -25 | -4
O=C1C=C(c2ccc3c(c2)OCO3)C[C@@H](c2ccc(F)cc2)C1 | -12 | -1 | 0 | 7 | -400 | -3 | 26 | 12 | 9
Cn1ncc([N+](=O)[O-])c1C(=O)Nc1ccc(Cl)cc1 | -1 | -3 | -4 | 4 | 12 | -1 | 2 | -2 | -4

# Additional compounds follow:
molecule | SENP6 inh | beta cell repl | SENP8 block-1 | SENP7 inh | SENP8 block-2 | SENP1 inh | UBC13 inh | PfG6PD inh | HKDC1 inhibitor
CC(=O)Nc1nc(C)c(C(C)(C)C)s1 | -5 | -1 | -1 | 8 | 17 | 1 | -11 | 11 | -5
COc1cccc(CN=CC2=C(O)CC(C)(C)CC2=O)c1OC | -1 | -4 | 2 | 7 | 8 | 1 | 1 | 4 | -3
Cc1[nH]n2c(=O)cc(Cc3ccccc3)nc2c1C#N | 5 | -2 | 1 | -4 | 5 | -1 | -1 | -28 | 0
COc1cc(C)c(COc2ncnc3ccccc23)cc1OC | -10 | 0 | -1 | -3 | 21 | 1 | -2 | -6 | -4
COc1ccc(NC(=S)NCc2cccnc2)cc1OC | -2 | 2 | -4 | -5 | 24 | 1 | -8 | -10 | 0
COc1ccccc1N(Cc1ccccc1)S(=O)(=O)c1cccc(C(=O)O)c1 | -18 | 0 | -6 | 6 | 24 | 1 | 0 | -26 | 3
CC(C)(CCl)C(=O)Nc1ccc(Sc2ccc(F)cc2)cc1 | -18 | -5 | -5 | 5 | 4 | 2 | 7 | 13 | 1
CSc1nc2sc3c(c2c(=O)n1CC(C)C)CC(C)(C)OC3 | -13 | -2 | 3 | -2 | 21 | 3 | 4 | 8 | -2
CCCc1nnc(NC(=O)C2CCN(C(=O)C3CC(=O)N(c4ccc(C)cc4)C3)CC2)s1 (stereo not drawn) | -21 | 0 | -14 | -8 | 12 | 1 | -7 | 13 | -2
CC(C)OC(=O)CSc1nnc2n1C(C)(C)Cc1ccccc1-2 | -26 | -1 | -16 | -14 | 15 | 0 | -10 | 8 | -10

# More compounds.
molecule | SENP6 inh | beta cell repl | SENP8 block-1 | SENP7 inh | SENP8 block-2 | SENP1 inh | UBC13 inh | PfG6PD inh | HKDC1 inhibitor
CCOC(=O)c1nn(-c2ccc(C)cc2)c(=O)cc1OCC(=O)Nc1ccc(OC)cc1 | -6 | 2 | 5 | -3 | -29 | -1 | -10 | -2 | 4
CCn1c(Cc2ccccc2)nnc1SCC(=O)Nc1ccc(N2CCOCC2)c(Cl)c1 | -12 | 0 | -1 | 2 | 6 | 2 | 3 | 2 | 4
O=C(Nc1cccc(C(F)(F)F)c1)c1cnc2n(c1=O)CCS2 | -5 | 3 | -4 | -2 | -17 | 1 | -7 | 4 | -1
O=C(O)COc1ccccc1/C=N/NC(=O)CSc1nc2ccccc2c(=O)n1-c1ccc(Cl)cc1 | -8 | -1 | 8 | 6 | 23 | -4 | 21 | -22 | -3
Cc1ccc(C(=O)OCC(=O)NC(C)c2ccccc2)cc1C (stereo not drawn) | 9 | 7 | -3 | 10 | 0 | 1 | 8 | -8 | -4
CC(=O)NCCC(=O)NCC1(N(C)Cc2ccccc2)Cc2ccccc2C1 | -16 | 0 | 8 | 4 | 4 | 3 | -2 | 6 | -6
CN(Cc1cn(C)c2ccccc12)C(=S)Nc1cc(F)cc(F)c1 | -3 | -2 | -2 | -3 | -20 | -6 | -1 | 1 | 0
CC(=O)C1=C(O)C(=O)N(c2ccc(Br)cc2)C1c1ccc(Br)cc1 (stereo not drawn) | -3 | -3 | -3 | 4 | -75 | -7 | -25 | -11 | 0
CC(=O)Nc1nc2ccc(C(=O)NC3CCCCC3)cc2s1 | -2 | 2 | 0 | -2 | 24 | 0 | -9 | 26 | -1
Cc1ccc(-c2cc(-c3ccccc3)nc(Cl)n2)cc1 | -9 | -3 | 2 | 12 | 4 | 3 | 9 | 6 | 2

# Additional results
molecule | SENP6 inh | beta cell repl | SENP8 block-1 | SENP7 inh | SENP8 block-2 | SENP1 inh | UBC13 inh | PfG6PD inh | HKDC1 inhibitor
COc1ccccc1NC(=S)N1CCNC(=O)C1CC(=O)Nc1cccc(C)c1 (stereo not drawn) | -12 | -2 | 3 | 3 | 25 | 5 | 7 | 6 | 13
CC1CN(C(=O)c2ccccc2NS(=O)(=O)c2ccc(Cl)cc2)CC(C)O1 (stereo not drawn) | 11 | -2 | 3 | 5 | 9 | 3 | -1 | -11 | -8
Cc1ccccc1N=CC=C1OC(C)(C)C(C)(C)O1 | -7 | -3 | -7 | -2 | -104 | -17 | -4 | -4 | -3
O=C(CN1C(=O)C2C3c4ccccc4C(c4ccccc43)C2C1=O)N1CCOCC1 (stereo not drawn) | 19 | -1 | -1 | -4 | 8 | 1 | 4 | 0 | -8
Cc1cc(C(=O)NC2CCCCCC2)c2ccccc2n1 | 3 | -4 | 10 | 3 | -24 | 1 | 3 | -13 | 1
CCOC(=O)N1CCN(C(=O)CCc2nc3sc4c(c3c(=O)[nH]2)CCCC4)CC1 | -11 | 2 | -11 | -7 | 12 | 2 | 0 | -4 | -5
CC1(C)CC(NS(=O)(=O)OCC(Cl)(Cl)Cl)c2cc(C#N)ccc2O1 (stereo not drawn) | 0 | -8 | -15 | -5 | 22 | 0 | -10 | -14 | -8
Cc1nc2nc(C)c(CCC(=O)NCCC3=CCCCC3)c(C)n2n1 | -9 | 1 | -5 | 2 | 5 | 0 | 13 | -5 | -6
Cc1cc(=O)n(-c2ccc(O)cc2)[nH]1 | -7 | -7 | -7 | 6 | 79* | 1 | -24 | -8 | -6
CN1CCN(CCCNC(=O)Nc2ccc([N+](=O)[O-])cc2)CC1 | 1 | -4 | -2 | 2 | 17 | 2 | 2 | 3 | -1

# Carrying on:
molecule | SENP6 inh | beta cell repl | SENP8 block-1 | SENP7 inh | SENP8 block-2 | SENP1 inh | UBC13 inh | PfG6PD inh | HKDC1 inhibitor
CCC(=O)c1ccc(OCC(O)Cn2nc(C)cc2C)cc1 (stereo not drawn) | -17 | 5 | -1 | -5 | 15 | 3 | 5 | 9 | -4
COc1ccc(Cl)cc1-c1nc(-c2ccncc2)no1 | -12 | -2 | -8 | 2 | -25 | -3 | 8 | -7 | 2
COc1ccc(C2Nc3ccccc3C(=O)N2Cc2ccccc2)cc1COc1ccccn1 (stereo not drawn) | -19 | 1 | -1 | 2 | -287 | 0 | 19 | -4 | -6
CC(NC(=O)COC(=O)c1nc(Cl)ccc1Cl)c1ccccc1 (stereo not drawn) | 1 | 2 | -6 | 5 | -8 | 0 | 3 | 10 | -11
COc1ccc2ccccc2c1/C=N/NC(=O)c1cccc(C)c1 | -6 | -1 | -10 | -6 | -58 | 1 | -1 | 3 | -3
Cc1cc(Br)ccc1OCC(=O)NNC(=O)CCc1ccccc1 | 4 | 2 | 1 | 0 | -1 | 2 | 4 | -29 | 3
COc1cccc(NC(=O)c2nn(C34CC5CC(CC(C5)C3)C4)cc2[N+](=O)[O-])c1 | 10 | 3 | 1 | -3 | 12 | 4 | 4 | -12 | 1
Cc1cc(C)cc(OC2CCCCC2NS(=O)(=O)c2ccccc2)c1 (stereo not drawn) | -13 | -3 | -12 | -12 | 11 | 1 | -22 | 7 | -1
O=C(c1cccc(F)c1)N1CCN(S(=O)(=O)c2ccc(C(F)(F)F)cc2)CC1 | -3 | -3 | -11 | 0 | 22 | 1 | 0 | 2 | -11
O=C(c1ccc(Cn2cc(Cl)c([N+](=O)[O-])n2)cc1)N1CCN(Cc2ccccc2)CC1 | 0 | -1 | -3 | 4 | 14 | 4 | 1 | 3 | 1

# Additional compounds follow.
molecule | SENP6 inh | beta cell repl | SENP8 block-1 | SENP7 inh | SENP8 block-2 | SENP1 inh | UBC13 inh | PfG6PD inh | HKDC1 inhibitor
O=C1NC(=S)SC1=C1CCCC1 | 5 | -5 | 3 | 3 | 17 | 3 | -2 | -12 | -7
COCCn1nnnc1C(c1cc2cc(OC)c(OC)cc2[nH]c1=O)N1CCN(c2ccc(O)cc2)CC1 (stereo not drawn) | -39 | -4 | -4 | -3 | -392 | -2 | -18 | 65* | 6
Cc1ccc(SC2=C(N(C)C)C(=O)c3ccccc3C2=O)cc1 | / | / | / | / | 1 | 2 | / | 65* | 57*
FC(F)(F)c1ccc(N2CCN(c3ncnc4c3nnn4Cc3ccccc3Cl)CC2)cc1 | -15 | -3 | -11 | -6 | 0 | 0 | 11 | 1 | -10
O=C(CCc1nnc(COc2ccccc2)o1)NCc1ccc(Cl)s1 | -6 | -2 | -6 | -9 | 2 | 1 | -15 | -12 | -6
CC(C)Cc1nnc(NC(=O)CCC(=O)N2CCN(S(=O)(=O)c3ccccc3)CC2)s1 | -10 | 0 | -8 | -3 | 32 | 3 | -1 | -2 | -11
COc1ccc(CCNC(=O)COC(=O)/C=C/c2cc(OC)ccc2OC)cc1 | 7 | -2 | -2 | 8 | i | -54 | 8 | 7 | -1
NC(=O)c1cccn1Cc1cccc(Cl)c1 | -11 | 2 | -12 | -4 | -7 | -5 | 3 | 12 | -2
CCc1ccc(N(C(=O)c2ccoc2C)C(C(=O)NC2CCCC2)c2ccc(OC)cc2)cc1 (stereo not drawn) | -12 | -4 | 0 | 0 | 2 | 3 | -10 | -1 | -1
Cc1cc(NC(=O)c2noc3c2CCCCC3)no1 | 8 | 0 | -10 | 2 | 8 | 0 | -1 | -7 | -13
